# Hep lipid drop = hepatic lipid droplet formation modulation; AML12 mouse hepatocytes, oleate lipid droplets, BODIPY imaging; inhibition, % at 6.5 µM; 240,000 tested, 0.4% active; AID 1656;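 active means lipid droplet intensity inhibited by at least 50%, with more than 500 cells counted; inconclusive means wells with under 300 cells, treated as cytotoxic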
#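 System: AML12 hepatocytes (mouse). Probe or stimulus: oleic acid at 100 µM to induce lipid droplet formation. Times: overnight treatment with compound plus oleate. Detection: Image-based BODIPY and DAPI two-channel analysis. Evaluation: percent inhibition of filter-corrected integrated lipid droplet intensity per well.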
# Rac1 GTP hydrolysis = MgcRacGAP GTPase-activating activity inhibitors, confirmation, biochemical, ADP Hunter fluorescence; 340,000 tested, 0.6% active; AID 624330; one-dose inhibition, % at 30 µM; IC50 in µM for titrated hits; MgcRacGAP-stimulated Rac1 GTP hydrolysis, ADP Hunter fluorescence; higher % means a stronger effect; GST-tagged Rac1 F28L mutant substrate;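 active means first-screen hits whose inhibition reached a set limit at any dose in the follow-up dose series; inconclusive means inhibition above the set first-screen limit but never retested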;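 further: fluorescence reports GDP produced by GAP-driven GTP hydrolysis; strong numbers were not always called active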
# SV40 large T antigen = TAg ATPase/helicase activity blockers – biochemical (AID 1903); 310,000 tested, 0.39% active; SV40 large T antigen ATPase/helicase inhibition assay; higher % means a stronger effect; inhibition, % at 20 µM; hits with a dose series show IC50 in µM; in the data active means a potency from the dose series; inconclusive means inhibition mostly from about 32% at the one dose, without a potency; inactive means the rest, 99 in 100 with inhibition below about 32%; further: strong numbers were not always called active
# T cell modulator = T cell immune modulators affecting CD8 T cell-vesicle binding; 2C CD8+ T cell-vesicle binding, flow cytometry; stronger effect = lower value; calls only at 7 µM; 330,000 tested, 0.068% active;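 active means response, share of CD8 T cells binding vesicles, and their 90th percentile fluorescence all below set limits, cut at about 80% in these data, passing the limit was not always enough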
#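 Also added: QL9-peptide-loaded Drosophila micro-vesicles bearing Ld, ICAM-1 and B7-1; Test system: purified 2C TCR transgenic mouse naive CD8+ T cells; Measured by: cytometric PE anti-B7-1 and Alexa647 anti-CD8 signals after 1% paraformaldehyde fixation; Timing: binding step 1.5 h, 37 °C, antibody labelling 20 min, ice.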
# NTR1 agonist = agonists of NTR1, primary screen, imaging, U2OS cells, beta-arrestin-GFP, high content (AID 493036) | NTR1-U2OS beta-arrestin-GFP spot imaging, agonist mode | activation, % at 20 µM | 330,000 tested, 0.17% active;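 active means activation at or above 40% of the spot to cytoplasm intensity ratio, with at least 20 cells analyzed; inconclusive means wells under 20 cells, flagged as cytotoxic or low count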;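 further: 0% = DMSO without peptide and 100% = 100 nM NTR1 peptide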
# Target sequence (P30989 whole entry, looked up): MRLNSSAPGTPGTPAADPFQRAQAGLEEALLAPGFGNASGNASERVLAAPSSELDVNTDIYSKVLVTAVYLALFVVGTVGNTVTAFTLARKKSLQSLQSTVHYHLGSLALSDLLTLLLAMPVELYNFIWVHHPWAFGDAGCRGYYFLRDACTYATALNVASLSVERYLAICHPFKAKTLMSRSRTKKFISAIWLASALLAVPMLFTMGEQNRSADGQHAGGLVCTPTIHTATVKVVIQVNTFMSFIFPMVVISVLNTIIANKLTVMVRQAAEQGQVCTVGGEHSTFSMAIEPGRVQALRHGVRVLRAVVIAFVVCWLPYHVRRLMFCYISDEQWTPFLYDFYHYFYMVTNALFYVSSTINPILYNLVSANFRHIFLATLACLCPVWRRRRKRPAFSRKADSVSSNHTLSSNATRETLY
# LYP inhibition = PTPN22 lymphoid phosphatase activity blockers – biochemical, fluorescence intensity, uHTS (AID 1779) | recombinant LYP phosphatase, fluorescence intensity; higher % means a stronger effect | one-dose inhibition, % at 11.5 µM; IC50 in µM for titrated hits | 290,000 tested, 0.054% active; in the data active means inhibition above about 50%;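 further: plate controls were vehicle with enzyme for no effect and no enzyme for full effect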
# GPR55 activation = selective activators of receptor GPR55 – imaging, U2OS cells, beta-arrestin-GFP redistribution, primary screen (AID 1961). U2OS GPR55 beta-arrestin-GFP redistribution imaging; higher % means a stronger effect. activation, % at 10 µM, or EC50 in µM where a hit was titrated. 290,000 tested, 0.048% active;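 active means activation above 40% with more than 50 cells counted in the well; inconclusive means wells holding fewer than 50 cells, flagged as toxic or sparse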;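 further: U2OS osteosarcoma cells stably expressing GPR55 and beta-arrestin-GFP; plate controls were DMSO negative control for no effect and LPI positive control for full effect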
# GPR35 antagonists = inhibition of zaprinast-stimulated GPR35 beta-arrestin translocation – imaging, U2OS, beta-arrestin-GFP, zaprinast agonist, primary screen (AID 2058); 290,000 tested, 0.052% active; inhibition, % at 10 µM; hits with a dose series show IC50 in µM; U2OS GPR35 beta-arrestin-GFP translocation imaging, zaprinast antagonism; higher % means a stronger effect;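 active means inhibition of at least 50% with at least 30 cells and total cytoplasm GFP at most 10,000,000; inconclusive means under 30 cells or total GFP of 10,000,000 plus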
# GPR55 antagonists = inhibition of LPI-stimulated GPR55 beta-arrestin translocation – imaging, U2OS, beta-arrestin-GFP, LPI agonist, primary screen (AID 2013); U2OS GPR55 beta-arrestin-GFP translocation imaging, LPI antagonism; higher % means a stronger effect; inhibition, % at 10 µM, or IC50 in µM where a hit was titrated; 290,000 tested, 0.13% active;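 active means spots per cell inhibited over 60%, with over 100 cells counted and total cytoplasm intensity under 500,000; inconclusive means wells with under 100 cells, flagged as likely toxic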;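 further: U2OS cells stably carrying GPR55 and arrestin-GFP stimulated by 5 µM LPI near EC80; imaged beta-arrestin-GFP aggregate spots per cell after agonist stimulation; plate controls were LPI-stimulated DMSO wells for no effect and DMSO wells without LPI for full effect; some results filed as inactive read as strong as hits; confirmed hits need IC50 under 10 µM and bright autofluorescent wells are also inconclusive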
# Hep lipid drop cells 6.5 µM = further read-out of Hep lipid drop, marked with its call; cell count; measured here: cell count, cytotoxicity flag;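 cells counted across two imaged fields per well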
# T cell modulator vesicle-bound % = recorded beside T cell modulator, whose call it bears; double positive events, %; measured here: CD8+ vesicle-bound cell fraction;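 binding gate set so that unloaded-vesicle control wells show 10% double positive cells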
# NTR1 agonist cell count 20 µM = also measured in NTR1 agonist; calls as there; cell count; measured here: cell count, cytotoxicity flag
# Starred values were filed as active, the others as inactive; i = inactive; ? = inconclusive; nt = not tested or not shown.
entry	Molecule	Hep lipid drop	Hep lipid drop cells 6.5 µM	Rac1 GTP hydrolysis	SV40 large T antigen	T cell modulator	T cell modulator vesicle-bound %	NTR1 agonist	NTR1 agonist cell count 20 µM	LYP inhibition	GPR55 activation	GPR35 antagonists	GPR55 antagonists
1	Cc1ccc(CC(=O)NCC2CCCCC2)cc1	-7	802	-5%	24%	i	59	-0.1	63	-9%	-0.1%	8%	2%
2	Cc1oc2c(CN3CCCCC3C)c(O)ccc2c(=O)c1-c1ccccc1 (stereo not given)	-3	847	17%	1%	i	47	0.4	57	-10%	0.0%	3%	11%
3	Cc1sc2ncnc(N[C@@H](Cc3ccccc3)C(=O)O)c2c1C	7	807	nt	14%	i	60	2.1	76	-4%	0.0%	17%	0%
4	CC(C)CC(C(=O)OCC(=O)Nc1cccc(Cl)c1)N1C(=O)C2CC=CCC2C1=O (stereo not given)	-1	718	2%	-2%	i	42	1.0	56	6%	-0.5%	6%	10%
5	Cc1oc2c(O)c(O)ccc2c(=O)c1-c1cnn(-c2ccccc2)c1	nt	nt	?	10µM*	i	25	4.6	84	-3%	-0.1%	-2%	3%
6	C=CCn1c(C)cc(C(=O)COc2ncnc3sccc23)c1C	nt	nt	4%	14%	i	43	1.2	48	-6%	-0.3%	-23%	3%
7	O=C(c1ccc(-c2cc3ccccc3oc2=O)cc1)N1CCN(c2ccc(Cl)cc2[N+](=O)[O-])CC1	15	667	5%	5%	i	35	0.9	41	9%	0.5%	-6%	2%
8	N#Cc1cccn1-c1nccc(-c2cccs2)n1	-1	667	8%	7%	i	47	0.6	83	4%	0.5%	-9%	-5%
9	Cc1ccc(-c2csc3ncn(CC(=O)N4CCOCC4)c(=O)c23)cc1C	12	771	3%	23%	i	35	-5.3	91	-11%	-0.1%	-11%	8%
10	Cc1ccc(C(=O)NC(=S)NNC(=O)c2cccc([N+](=O)[O-])c2)cc1	-6	783	12%	24%	i	40	4.1	71	1%	-0.2%	5%	-1%
11	COc1cc(CN2CCN(Cc3cn(C)c4ccccc34)CC2CCO)cc(OC)c1 (stereo not given)	-2	769	4%	11%	i	59	-0.2	59	-10%	-0.4%	-14%	-1%
12	NS(=O)(=O)c1ccc(CCNC(=O)CSc2nnc3ccccn23)cc1	-4	720	4%	1%	i	10	-0.9	38	-9%	0.0%	-16%	4%
13	Cc1nc2nc[nH]n2c(=O)c1NS(=O)(=O)c1ccc(F)cc1	2	649	-6%	7%	i	47	3.8	45	1%	-0.4%	15%	1%
14	Cc1ccc(CNc2cc(-c3nn4c(C)nnc4s3)ccc2C)s1	-33	795	8%	20%	i	8	2.4	42	3%	0.0%	-16%	9%
15	Cc1ccccc1C(=O)Nc1ccccc1C(=O)N/N=C\c1ccco1	nt	nt	-4%	3%	i	41	-0.5	86	-4%	-0.2%	-11%	23%
16	O=c1c(Cl)c(N2CCN(S(=O)(=O)c3ccc(F)cc3)CC2)cnn1-c1cccc(Cl)c1	nt	nt	6%	0%	i	16	-0.5	81	-5%	-0.3%	5%	-5%
17	CN(C)S(=O)(=O)c1ccc(NC(=S)NC(=O)C2CCC2)cc1	0	809	6%	8%	i	6	-0.7	56	-4%	0.0%	2%	16%
18	Cn1c(Cc2cccs2)nnc1SCC(=O)Nc1ccccc1	4	829	2%	15%	i	19	-0.3	72	-8%	0.0%	-14%	22%
19	COc1ccc(N(CC(=O)NC2CCCCC2)C(=O)CNC(=O)c2cccs2)cc1OC	0	826	4%	12%	i	30	-0.4	61	-7%	-0.1%	4%	3%
20	COc1cc(C2C3=C(Nc4ncnn42)c2ccccc2CC3)cc(OC)c1OC (stereo not given)	nt	nt	5%	23%	i	26	4.5	89	-2%	-0.2%	-4%	-16%
21	CC1(C)Cc2ccccc2-c2nc(NN)[nH]c(=O)c21	-4	391	4%	1%	i	19	1.0	88	-6%	-0.1%	3%	-20%
22	CCOc1ccc(S(=O)(=O)NCCC(=O)NCCc2ccc(C(C)C)cc2)cc1	nt	nt	-2%	14%	i	34	0.6	71	nt	nt	nt	nt
23	O=C(NCc1ccc(Cl)cc1)N1CCc2ccccc2C1	-16	836	10%	-2%	i	22	0.9	41	-4%	0.1%	-10%	4%
24	O=C(NCc1ccco1)C(c1cccnc1)N(C(=O)Cn1nnc2ccccc21)c1ccccc1 (stereo not given)	nt	nt	-9%	7%	i	47	1.1	67	0%	-0.3%	21%	-1%
25	Cc1nnc(SCC(=O)NNC(=O)c2ccco2)n1-c1ccccc1	-2	664	3%	6%	i	40	0.6	68	1%	-0.1%	18%	10%
26	Cn1c(CNc2ccccn2)c(C#N)c2ccccc21	4	722	5%	6%	i	38	-0.7	98	0%	-0.1%	-4%	-5%
27	S=C(c1ccccc1)N1CCCC1	-2	831	12%	9%	i	56	2.4	56	-7%	1.1%	-6%	37%
28	C[n+]1c2n(c3ccccc31)N=C(c1ccc(Br)cc1)CS2	-18	599	18%	22%	i	14	-2.7	92	0%	-0.2%	1%	17%
29	Cn1c(SCC(=O)Nc2ccc(F)cc2)nnc1-c1cccnc1	-4	656	17%	-4%	i	48	-1.0	52	-1%	0.8%	-8%	9%
30	Cc1cc(S(=O)(=O)NCc2cccnc2)ccc1F	nt	nt	-3%	2%	i	36	-0.7	60	-7%	0.5%	13%	-10%
31	COc1ccc(N2C(=O)C(C)C(Cc3ccc(C)cc3)C2=O)cc1 (stereo not given)	-10	805	15%	6%	i	63	2.3	59	-6%	-0.3%	-12%	-11%
32	COc1ccccc1CCC(=O)Nc1ccc2c(c1)CN(Cc1ccc(CO)o1)CC2	-1	853	6%	4%	i	72	0.4	67	7%	0.2%	-3%	5%
33	Cc1ccc(CNC(=O)CS(=O)(=O)Cc2nc(-c3ccc(C)cc3)oc2C)cc1	-5	737	-10%	-5%	i	22	4.7	58	-4%	-0.2%	2%	3%
34	Cc1ccc(NC(=S)N/N=C/c2c(C)nn(-c3ccccc3)c2N2CCCC2)cc1	8	667	8%	10%	i	5	12	59	0%	0.4%	5%	-13%
35	CCOC(=O)c1c(/N=C/c2ccc(C)cc2O)sc2c1CCN(C)C2	2	753	8%	10%	i	36	-0.3	55	-4%	0.2%	-2%	7%
36	Cc1ccc(CNS(=O)(=O)c2ccc3c(c2)N(C)CCO3)cc1	-11	737	8%	10%	i	44	0.4	64	1%	-0.2%	-1%	12%
37	CC(C)OCCCNC(=O)C1CCC(=O)N1C1CCCC1 (stereo not given)	nt	nt	0%	22%	i	35	1.7	83	-9%	0.5%	-19%	7%
38	Cc1ccc2nc(N3CCOCC3)c3nncn3c2c1	15	756	-5%	6%	i	44	-1.6	57	-3%	0.3%	-9%	6%
39	CC(=O)N(Cc1ccccc1)c1c(N)nc(N)[nH]c1=O	nt	nt	-3%	5%	i	19	0.0	62	nt	nt	nt	nt
40	COc1cccc(NC(=O)CS(=O)(=O)c2cccc3nsnc23)c1	-3	716	-6%	-1%	i	36	0.4	50	-10%	0.3%	10%	-9%
41	COc1ccc(-c2nn(-c3ccccc3)cc2/C=C2/SC(=S)N(CCCC(=O)O)C2=O)c(C)c1	-5	849	13%	12%	i	58	5.0	65	9%	4.0%	-21%	10%
42	COc1cccc(NC(=O)C(NCCC(C)C)c2ccccc2)c1 (stereo not given)	-10	746	6%	7%	i	60	1.7	92	-7%	-0.2%	18%	8%
43	COc1ccc(Nc2nc(N)nc(SCc3nnc(C)s3)n2)cc1	nt	nt	10%	14%	i	35	-0.6	62	-4%	0.2%	10%	0%
44	Cc1ccccc1NS(=O)(=O)c1ccc(F)cc1	-2	765	2%	4%	i	41	-1.4	64	-2%	-0.1%	3%	0%
45	COc1cc(-c2nn3c(Cc4ccccc4)nnc3s2)cc(OC)c1OC	25	700	5%	24%	i	60	5.6	59	2%	0.1%	-2%	17%
46	COc1ccc(-c2cc(C(=O)N(C)CC(=O)Nc3ccccc3Br)c3ccccc3n2)cc1OC	nt	nt	10%	10%	i	42	8.7	61	nt	nt	nt	nt
47	COC(=O)c1ccc(C(=O)OC)c(NC(=O)CSCc2ccc(Cl)cc2)c1	nt	nt	12%	13%	i	18	4.8	53	-2%	-0.3%	11%	11%
48	COc1cc(NC(=O)SC2=NCCS2)cc(OC)c1	-2	723	11%	2%	nt	nt	nt	nt	-4%	-0.2%	-3%	0%
49	CC1CN(S(=O)(=O)c2cccc(C(F)(F)F)c2)CC(C)O1 (stereo not given)	-14	697	nt	6%	i	51	-1.2	54	-1%	-0.1%	5%	8%
50	Cc1ccc(C(=O)NCC2CCCO2)cc1[N+](=O)[O-] (stereo not given)	-16	517	3%	5%	i	48	0.7	54	-2%	0.8%	-5%	5%
51	COc1ccc(C(C)=O)cc1CSc1nncn1C	6	674	11%	19%	i	38	0.6	41	-6%	0.1%	-12%	6%
52	CC(=O)Nc1ccc(S(=O)(=O)NC2CCSc3ccccc32)cc1 (stereo not given)	-13	856	5%	2%	i	25	2.2	49	-7%	-0.2%	-1%	-6%
53	O=C(Nc1nnc(S(=O)(=O)Nc2ccccc2)s1)c1ccccc1Cl	1	729	10%	15%	i	23	1.0	51	-11%	-0.2%	-5%	14%
54	CC1(C(=O)NNC(=O)c2ccc([N+](=O)[O-])cc2)CC1(Br)Br (stereo not given)	-11	689	5%	7%	i	34	0.5	47	0%	0.2%	-10%	-5%

# An unsorted share of the library; about 1.8% have a hit in one of these screens.
